High-throughput results (PubChem)
FBW7 activator: activators of human E3 ligase FBW7. AlphaScreen FBW7–phospho-cyclin E peptide binding, activator screen. 650,000 compounds, 0.13% hits. normalized activity (activation), % at 26.1 µM; in the data active = normalized activity above about 1.9%;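 also: purified mutant Fbw7 with reduced substrate affinity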
MITF inh: blocks human microphthalmia-associated transcription factor. O75030. AlphaScreen MITF homodimerization, bead proximity signal. inhibition, % at 2.6 µM. 650,000 compounds, 0.91% hits; in the data active = inhibition above about 50%;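 also: 0% = vehicle wells with protein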
Target sequence (O75030 whole entry, looked up): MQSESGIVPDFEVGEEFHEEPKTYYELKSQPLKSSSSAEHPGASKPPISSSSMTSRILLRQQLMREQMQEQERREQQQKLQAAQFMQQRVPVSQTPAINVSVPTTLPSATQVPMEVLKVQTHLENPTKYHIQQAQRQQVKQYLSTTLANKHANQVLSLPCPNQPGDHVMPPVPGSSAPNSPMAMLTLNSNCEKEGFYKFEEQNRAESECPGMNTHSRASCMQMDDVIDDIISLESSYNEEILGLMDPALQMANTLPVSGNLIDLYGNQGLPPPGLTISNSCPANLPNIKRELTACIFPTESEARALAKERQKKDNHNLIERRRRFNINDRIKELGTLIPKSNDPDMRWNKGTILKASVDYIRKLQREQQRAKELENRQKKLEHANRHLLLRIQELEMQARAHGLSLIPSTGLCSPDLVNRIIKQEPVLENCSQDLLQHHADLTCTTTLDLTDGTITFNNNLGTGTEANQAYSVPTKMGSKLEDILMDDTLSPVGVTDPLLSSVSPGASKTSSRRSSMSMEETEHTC
TEAD-YAP inh: TEAD-YAP interaction inhibition; HEK-TIYL cells, TEAD-Gal4/YAP UAS-luciferase luminescence; inhibition, % at 9.12 µM; 640,000 compounds, 1.4% hits; AID 1259422; in the data active = inhibition above about 32%;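 also: 0% = median of test compound wells and 100% = reference inhibitor wells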
GPR151 activ: activators of human GPR151. PathHunter beta-arrestin GPR151 cells, luminescence. activation, % at 11.2 µM. 650,000 compounds, 1% hits. AID 1508602; in the data active = activation above about 4.9%;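 also: 0% = median of compound wells and 100% = cells with positive control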
Target sequence (Q8TDV0 whole entry, looked up): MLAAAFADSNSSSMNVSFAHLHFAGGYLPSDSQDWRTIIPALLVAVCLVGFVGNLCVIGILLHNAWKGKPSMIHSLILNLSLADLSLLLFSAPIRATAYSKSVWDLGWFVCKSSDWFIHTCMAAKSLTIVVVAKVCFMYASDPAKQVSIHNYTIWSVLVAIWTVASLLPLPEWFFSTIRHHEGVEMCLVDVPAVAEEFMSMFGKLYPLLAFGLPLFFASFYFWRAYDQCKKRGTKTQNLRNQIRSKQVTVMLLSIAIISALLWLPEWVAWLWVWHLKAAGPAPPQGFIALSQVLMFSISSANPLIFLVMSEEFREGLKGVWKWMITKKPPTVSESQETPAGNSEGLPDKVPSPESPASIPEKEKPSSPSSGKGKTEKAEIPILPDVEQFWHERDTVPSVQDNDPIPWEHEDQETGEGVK
* = called active by the depositor; / = not tested or not shown; & = joins results of further samples.

smiles	FBW7 activator	MITF inh	TEAD-YAP inh	GPR151 activ
CCc1nn(CC(=O)NC2CCCCC2C)c(=O)c2cc3sc(C)cc3n12 (stereo not drawn)	0.0	5.4	-2.6	-0.5
COc1cccc(CNC(=O)c2cc3cc4ccc(OC)cc4nc3o2)c1	0.1	-6.8	-2.9	1.2
COc1ccc(/C=N\NC(=O)CN2CCN(C)CC2)c(OC)c1	0.3	31.3	10.8	1.6
Cc1cc(OCC(=O)Nc2ccc(O)cc2C(=O)O)cc(C)c1Cl	0.0	19.9	2.4	0.0
COc1cccc(-c2nc(C=Nc3ccc(F)cc3)c(O)o2)c1	0.1	-0.5	1.1	-1.4
Cc1nn2c(=O)/c(=C\c3ccccc3[N+](=O)[O-])sc2nc1=O	-0.1	0.7	-14.3	1.2
C=CCN1C(=O)C(O)(CC(=O)c2ccc(C)cc2)c2cc(Br)ccc21 (stereo not drawn)	-0.1	5.4	7.5	0.2
Nc1c(-c2nc(-c3ccccc3)no2)nnn1CC(=O)Nc1ccccc1	0.1	8.9	-4.2	-0.9
COc1ccc(CN2CCNC(=O)C2CC(=O)NCc2ccc3ncccc3c2)c(C)c1C (stereo not drawn)	0.1	10.2	-1.9	1.6
COc1ccc2cccc(CCNC(C)=O)c2c1	/	4.0	/	-0.5
O=C(O)c1cc(-c2cccnc2)nc2ccc(S(=O)(=O)N3CCCCCC3)cc12	-0.1	3.0	6.8	0.9
COc1cc(/C=C2/C(=N)N3C(SC)=NSC3=NC2=O)cc(OC)c1OC	0.0	1.8	-45.4	0.1
CC(=O)c1c(C(C)=O)c(C)n(-c2ccc(C)c(C)c2)c1C	0.1	2.5	2.6	-0.4
Cc1ccc(S(=O)(=O)NCc2nc(N)n(S(=O)(=O)c3ccc(C)cc3C)n2)c(C)c1	0.0	11.7	1.1	0.1
CCOc1ccc(N2C(=O)CC(N(CCc3ccc(S(N)(=O)=O)cc3)C(C)=O)C2=O)cc1 (stereo not drawn)	0.1	11.5	-1.3	0.6
O=C(Nc1ccc(F)cc1)C1CCCO1 (stereo not drawn)	0.2	3.2	-2.9	0.1
CC1CCCC(NC(=O)C2N(CCN3CCCCC3C)C(=O)C3C(C(=O)Nc4cccc(Cl)c4)C4C=CC32O4)C1C (stereo not drawn)	-0.1	4.6	-1.2	0.2
COc1cc2c(cc1OC)C(COc1cccc(C(F)(F)F)c1)N(C(=O)c1cccc([N+](=O)[O-])c1)CC2 (stereo not drawn)	0.0	0.7	-3.8	0.7
Cc1sc2nc(-c3ccccc3Cl)n(CC(=O)C(C)(C)C)c(=O)c2c1C	0.9	5.2	11.2	-1.0
NC(=O)C1CCN(C(=O)CN(c2cccc(Cl)c2)S(=O)(=O)c2ccccc2)CC1	0.1	-10.5	4.5	-1.5
Cc1cccc(NC(=O)c2ccc(N3CC(C)CC(C)C3)c([N+](=O)[O-])c2)c1 (stereo not drawn)	0.6	22.4	-23.6	0.3
Cc1ccc(Cn2c(C(=O)O)c(CNC3CCCCC3C)c3ccccc32)cc1 (stereo not drawn)	0.0	-8.0	0.7	0.2
CCCS(=O)(=O)N1CCN(c2nc(C)cc(N3CCCC3)n2)CC1	0.0	9.7	1.9	0.1
Nc1nnnn1/N=C\c1ccc(O)cc1	0.0	6.5	-2.0	-8.0
COc1ccc(Nc2nc(NC3CCCCC3)nc(NC3CCCCC3)n2)c(OC)c1	0.6	5.3	10.1	-0.6
COc1ccc(-n2cc3c(c(C#N)c2=N)CC(C)(C)CC3=O)cc1	0.0	10.5	-44.1	-0.8
COCCNC(=O)Cn1nc2c(C)cc3ccccc3n2c1=O	0.1	-1.5	-4.2	1.6
O=c1c2sc(=S)n(-c3ccccc3)c2nc(SCc2cc(F)cc3c2OCOC3)n1-c1ccccc1	0.0	1.8	4.3	-0.2
N/C(=N\OC(=O)Cc1ccc(-c2ccccc2)cc1)c1cccc([N+](=O)[O-])c1	0.2	13.3	0.1	0.9
CCNS(=O)(=O)c1ccc(NC(=O)C(CC)c2ccccc2)cc1 (stereo not drawn)	0.0	-5.1	-1.3	-2.6
CCOC(=O)C1=C(c2ccccc2)N=c2s/c(=C\c3cccs3)c(=O)n2C1c1ccc(OC)cc1 (stereo not drawn)	-0.2	5.9	-0.6	-0.4
O=C(CN1CCNCC1)Nc1ccc(Cl)cc1Cl	-0.2	2.6	15.2	-2.1
CCOc1ccc(C(C)=O)cc1CN1C(=O)C(=O)N(CC)C1=O	-0.1	4.3	2.1	-0.4
CC(NC(=O)C12CC3CC(CC(C3)C1)C2)C(=O)NC(C)(C)CO (stereo not drawn)	-0.1	1.9	13.9	1.7
CCCCNC(=O)CCc1nnc(C2CCCCC2)o1	-0.1	-1.9	-5.0	-0.6
CC(C)(C)C(=O)Nc1ccc(C(=O)Nc2cccc([N+](=O)[O-])c2)cc1	-0.1	-1.7	-13.8	-0.2
Nc1ncnc2c1cnn2CCc1nc(-c2ccc3c(c2)-c2ccccc2C3)cs1	0.6	-14.3	-36.3	1.0
COc1ccc(C2N=C(N)Nc3nc4ccccc4n32)cc1OC (stereo not drawn)	-0.1	8.5	0.9	0.2
O=C(NC(=S)Nn1cnnc1)c1ccccc1Br	0.1	-4.6	0.7	-0.1
Cc1cccc(CCN(C(=O)c2csnn2)C(C(=O)NC(C)(C)C)c2ccccn2)c1 (stereo not drawn)	0.3	1.2	-1.8	0.2
CN(C)c1ccc(/C=N/n2c(=O)c(C(C)(C)C)nn3cnnc23)cc1	0.1	3.9	4.8	3.0
CCN(CC)C(=O)C1CCCN(c2ncc(C)c(NCCOc3ccccc3)n2)C1 (stereo not drawn)	-0.1	5.0	5.3	-1.4
CN(C)C(CNC(=S)Nc1ccc([N+](=O)[O-])cc1)c1cccnc1 (stereo not drawn)	-0.3	-4.1	5.8	0.7
N#CC1=C(N)C(C#N)(C#N)[C@@H](c2ccc(Cl)cc2)[C@@H]2CSCC=C12	0.0	5.0	8.6	1.2
C=CCN(CC=C)CCOc1ccccc1OC(C)C	-0.1	35.1	-5.1	2.1
O=c1[nH]c2ncc(-c3cccc4cccnc34)nc2n1C1CCCCC1	0.6	13.6	9.6	-0.7
O=C1CCC(C(=O)OCC(=O)Nc2ccc3c(c2)CCC3)=NN1	-0.1	-7.6	3.3	3.0
CCOC(=O)Cc1ccc2c(=O)c(Oc3ccc(F)cc3)c(C)oc2c1	0.0	-5.6	0.8	0.9

Sorted by molar mass (smallest number first): part of the list above.
smiles	FBW7 activator	MITF inh	TEAD-YAP inh	GPR151 activ
CC(C)(C)C(=O)Nc1ccc(C(=O)Nc2cccc([N+](=O)[O-])c2)cc1	-0.1	-1.7	-13.8	-0.2
COc1ccc(Nc2nc(NC3CCCCC3)nc(NC3CCCCC3)n2)c(OC)c1	0.6	5.3	10.1	-0.6
CC1CCCC(NC(=O)C2N(CCN3CCCCC3C)C(=O)C3C(C(=O)Nc4cccc(Cl)c4)C4C=CC32O4)C1C (stereo not drawn)	-0.1	4.6	-1.2	0.2

Entries of single compounds from above. Screens in order: FBW7 activator	MITF inh	TEAD-YAP inh	GPR151 activ
`N#CC1=C(N)C(C#N)(C#N)[C@@H](c2ccc(Cl)cc2)[C@@H]2CSCC=C12` in the list: 0.0	5.0	8.6	1.2
`CN(C)C(CNC(=S)Nc1ccc([N+](=O)[O-])cc1)c1cccnc1` (stereo not drawn) in the list: -0.3	-4.1	5.8	0.7
`Cc1cccc(CCN(C(=O)c2csnn2)C(C(=O)NC(C)(C)C)c2ccccn2)c1` (stereo not drawn) in the list: 0.3	1.2	-1.8	0.2
`O=c1[nH]c2ncc(-c3cccc4cccnc34)nc2n1C1CCCCC1` in the list: 0.6	13.6	9.6	-0.7
`CN(C)c1ccc(/C=N/n2c(=O)c(C(C)(C)C)nn3cnnc23)cc1` in the list: 0.1	3.9	4.8	3.0

Next section.
smiles	FBW7 activator	MITF inh	TEAD-YAP inh	GPR151 activ
C=CCn1c(N/N=C/c2ccc(O)c(OCC)c2)nc2c1c(=O)n(C)c(=O)n2C	0.1	14.9	2.9	-0.5
Cc1cccc(CC(=O)Nc2c3c(nn2-c2cccc(Cl)c2)CS(=O)C3)c1 (stereo not drawn)	0.2	4.2	1.8	0.0
Cc1ccc2c(c1)c1nnc(SCC(=O)NC3CC3)nc1n2CC(=O)O	-0.3	-8.7	4.5	2.0
CCCCn1c(CNC(=O)c2cccc(OC)c2)nnc1SC(C)C(=O)Nc1sc(C(=O)OCC)c(C)c1C(=O)OCC (stereo not drawn)	-0.1	-3.6	-11.2	-1.2
COc1cc(C2C(C(=O)N3CCOCC3)=C(C)NC3=C2C(=O)CCC3)ccc1OC(C)=O (stereo not drawn)	0.1	8.5	-2.2	0.1
COc1cc(OC)c(C2C=C(c3ccc(Cl)cc3)Nc3nc4ccccc4n32)cc1OC (stereo not drawn)	0.1	6.2	-72.3	0.4
O=C1OCCN1CC(=O)N1CCc2c([nH]c3ccccc23)C1c1ccccn1 (stereo not drawn)	-0.1	-3.0	-3.5	1.5
Cc1c(Cl)c(C(F)(F)F)nn1CC(=O)Nc1ccc(Cl)c(Cl)c1	0.1	1.4	0.9	-0.4
O=C(c1cccnc1Nc1ccc(Oc2ccccc2)cc1)N1CCCC1	-0.1	2.1	-1.5	0.1
O=C(COC(=O)c1ccc(C(=O)OCC(=O)c2ccc(Cl)cc2)c(-c2ccccc2)c1)c1ccc(Cl)cc1	-0.1	12.1	7.9	0.6
Cc1cc(C)cc(NC(=O)CN2CCC(NC(=O)c3cccc(F)c3)CC2)c1	0.0	8.2	5.3	1.3
CC(O)C(=O)NS(=O)(=O)c1ccc(Br)cc1 (stereo not drawn)	-0.1	-5.0	4.9	-0.8
COc1ccc(C2CC(C(F)(F)F)n3nc(C(=O)Nc4cc(OC)c(Cl)cc4OC)c(Cl)c3N2)cc1 (stereo not drawn)	0.0	2.6	-15.3	1.5
COc1cc(NC(=O)CNc2ccc(Br)c(C)c2)cc(OC)c1	0.0	4.4	-1.0	-0.6
CC(=O)Oc1ccc2oc(C)c(C(=O)OC(C)C)c2c1	-0.3	2.8	-10.7	-0.2
O=C(COc1ccc(Cl)cc1)NCC(c1cccs1)S(=O)(=O)c1cccs1 (stereo not drawn)	0.4	14.3	4.0	0.9
COC(=O)CN(c1ccc(C(C)C)cc1)S(=O)(=O)c1c(C)nn(C)c1C	0.0	10.0	4.4	2.0
COC(=O)C1=C(C)N(CC2CCCO2)C(=O)/C1=C\c1ccc(Cl)cc1 (stereo not drawn)	-0.2	-1.3	-2.9	1.4
COc1ccc(-n2c(SCC(=O)NCc3ccco3)nc3n[nH]c(C)c3c2=N)cc1	-0.1	1.9	0.0	0.9
Cc1nn(C)c(C)c1NC(=O)CN1CCC(O)(c2ccccc2F)CC1	0.1	10.6	0.2	-0.9
Cc1cnc(NCCCN2CCCC2=O)nc1NCc1cccnc1	0.0	13.8	10.0	0.3
O=C(c1cc2cc(Br)ccc2oc1=O)N1CCN(c2ccc(F)cc2)CC1	0.1	2.6	10.0	0.1
CCc1nc(NCCC(C)C)c(C#N)c2c1COC(C)(C)C2	0.0	13.2	-3.5	0.2
CCCC(CCC)C(=O)Nc1cccnc1	-0.1	-12.0	1.9	0.3
C=CCn1c(SCC(=O)Nc2c(C)cccc2CC)nnc1-c1ccncc1	0.3	-5.7	-2.6	0.6
CCOC(=O)c1cc2c(=O)n3ccccc3nc2n(CCOC)c1=NC(=O)c1ccccc1F	0.0	-8.7	-2.8	-0.7
NC(=O)c1ccc(NC(=O)/C=C/c2ccc(Br)cc2)cc1	0.0	3.0	6.1	0.1
CN=C(N)NCCC[C@H](N)C(=O)O	0.0&-0.1	4.6&0.0	-0.5	-0.1&2.0
C=CCOc1ccc(/C=C2\SC(=S)N(CN3CCOCC3)C2=O)cc1	-0.1	-10.9	-28.0	-1.4
CC1CCCC(C)N1C(=O)COC(=O)c1c2c(nc3ccccc13)CCC2 (stereo not drawn)	0.5	11.1	12.1	4.0
COc1cccc(Cn2c(=O)n(CCc3ccccc3)c(=O)c3cccnc32)c1	-0.1	-15.1	-4.7	-0.7
CC(C)N(C)C(=O)c1cnc2scc(C(C)(C)C)n2c1=O	0.0	1.3	-7.1	0.0
Cc1ccc(-c2nnn(C3CCN(C(=O)Cc4nonc4C)CC3)n2)cc1	0.9	7.5	13.5	-0.9
CCOCCCNc1cc(C)c(C#N)c2nc3ccccc3n12	-0.1	-10.2	6.6	0.0
CC1(C)OC(=O)C(Cc2ccc(Br)cc2)(Cc2ccc(Br)cc2)C(=O)O1	-0.2	-3.6	-10.0	-0.8
